High-throughput results (PubChem)
PDI inh: inhibitors of human PDI, primary screen, biochemical, turbidity, single point, plate reader; Protein disulfide-isomerase (Homo sapiens), P07237; PDI insulin aggregation turbidity, A650, 90 min; inhibition, % at 10 µM; actives 0.052% (n = 350,000);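 active = mean inhibition across replicates of 30% or more, whatever share of single replicates reach that level; inconclusive = mean inhibition below 30% while every single replicate reaches 30%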;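 also: absorbance from insulin aggregation driven by PDI reduction with DTT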
Target sequence (P07237 whole entry, looked up): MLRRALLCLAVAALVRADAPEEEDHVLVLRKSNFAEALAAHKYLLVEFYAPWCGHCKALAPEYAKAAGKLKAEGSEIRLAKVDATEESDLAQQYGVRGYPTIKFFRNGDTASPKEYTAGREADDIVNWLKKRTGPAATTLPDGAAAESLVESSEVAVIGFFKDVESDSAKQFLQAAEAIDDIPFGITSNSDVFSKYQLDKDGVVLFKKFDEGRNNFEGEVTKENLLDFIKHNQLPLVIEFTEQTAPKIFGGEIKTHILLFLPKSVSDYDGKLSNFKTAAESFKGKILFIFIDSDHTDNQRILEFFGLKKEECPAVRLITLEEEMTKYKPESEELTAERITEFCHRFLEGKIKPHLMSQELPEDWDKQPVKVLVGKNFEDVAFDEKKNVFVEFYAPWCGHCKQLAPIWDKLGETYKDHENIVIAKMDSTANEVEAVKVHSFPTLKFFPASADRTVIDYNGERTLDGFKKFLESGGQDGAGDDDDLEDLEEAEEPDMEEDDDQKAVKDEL
HIF-2a inh: HIF-2a reporter inhibitors, primary screen, luminescence, 786-0 RCC cells. actives 0.72% (n = 360,000). inhibition, % at 18.8 µM. 786-0 RCC cells HIF-2a reporter, luciferase luminescence, overnight. AID 624352, 2012;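 active = inhibition of the luminescence signal of 40% or more relative to plate controls, in a single-dose primary screen at 18.75 µM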
Vif imaging: HIV Vif self-association inhibitors, primary screen, imaging, HEK293T, single point. HEK293T cells, Vif self-association by quenched fluorescence, 24 h. inhibition, % at 7.49 µM. AID 602346, 2012. actives 0.35% (n = 340,000); in the data active = inhibition above about 50%, passing the limit was not always enough; inconclusive = no clear call, values can overlap the other calls; inactive = below about 31%; also: some results filed as inactive read as strong as hits
aDG glyco act: activators of alpha-DG glycosylation, primary screen, uHTS, Pro5-aDG cells, AlphaScreen; actives 0.22% (n = 360,000); alpha-DG glycosylation AlphaScreen (IIH6); 0% Pro5, 100% B10-LARGE cell signal; activation, % at 10 µM;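 active = activation of at least 8% versus controls, or a plate z-score of at least 8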;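 also: Pro5 are CHO cells carrying HIG-tagged alpha-DG that lacks glycosylation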
MITF TRPM1 inh: inhibitors of MITF-dependent TRPM1 promoter reporter, primary screen, cell-based, SK-MEL-5, single point, luciferase; SK-MEL-5 TRPM1 promoter luciferase, 24 h; inhibition, % at 12.5 µM; actives 0.83% (n = 330,000); AID 488899, 2010;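 active = mean inhibition across replicates of 60% or more, whatever share of single replicates reaches that level; inconclusive = some that reach 60%, reason not given; inactive = mean inhibition across replicates below 60%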; also: values of inactives mirror those of a sister screen read the other way
NR2E3 ag-1: NR2E3 agonists in two-hybrid cells, primary screen, cell-based, luminescence, CHO-S, Gal4-NCOR/VP16-NR2E3 | Photoreceptor-specific nuclear receptor (Homo sapiens), Q9Y5X4 | luciferase | inhibition of corepressor binding, % at 3.98 µM | actives 0.35% (n = 360,000) | AID 602229, 2012;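 active = inhibition above the mean of all tested compounds plus 3 SD, cut at about 70% in these data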;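 also: 0% = DMSO with NR2E3 transfected cells and 100% = cells lacking NR2E3 construct; higher means lower luciferase signal from less NR2E3 corepressor binding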
Target sequence (Q9Y5X4 whole entry, looked up, the tested form may be a part): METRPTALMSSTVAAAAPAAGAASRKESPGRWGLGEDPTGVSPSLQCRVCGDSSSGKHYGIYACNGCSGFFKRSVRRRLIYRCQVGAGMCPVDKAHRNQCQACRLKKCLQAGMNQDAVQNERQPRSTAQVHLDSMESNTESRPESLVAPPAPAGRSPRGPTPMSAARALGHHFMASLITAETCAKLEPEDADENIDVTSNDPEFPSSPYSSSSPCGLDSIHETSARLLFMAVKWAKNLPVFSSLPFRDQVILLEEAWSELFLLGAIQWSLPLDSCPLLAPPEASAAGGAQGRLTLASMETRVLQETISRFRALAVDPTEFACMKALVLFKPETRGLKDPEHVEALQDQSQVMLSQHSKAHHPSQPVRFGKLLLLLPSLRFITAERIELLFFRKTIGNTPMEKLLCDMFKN
Peg3 promoter: Peg3 promoter-driven luciferase inhibitors, primary screen, cell-based, HeLa, luciferase luminescence; HeLa PEG-Prom luciferase reporter, overnight; inhibition, % at 20 µM; actives 1.7% (n = 360,000); AID 588405, 2011;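 active = inhibition of at least 50% at 20 µM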
iPSC survival up: enhancers of single-cell hiPSC survival, primary screen, ATPlite luminescence; 100% = ROCK inhibitor wells, 0% = DMSO; survival enhancement, % at 20 µM; actives 0.044% (n = 360,000); AID 602274, 2012; in the data active = survival enhancement above about 18%;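 also: cells exposed to compounds for 16 hours before the ATP read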
NR2E3 ag-2: inhibitors of NR2E3-RetCOR corepressor binding, primary screen, NR2E3 agonist project, biochemical, TR-FRET, GST-NR2E3, biotin-RetCOR. AID 2300, 2010. 1536-well. inhibition of corepressor binding, % at 4.78 µM. actives 0.12% (n = 320,000);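 active = percent inhibition above the cutoff of mean plus 3 SD of all tested compounds, set per screening campaign, cut at about 20% in these data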;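 also: 0% = DMSO wells and 100% = biotin wells as full block of FRET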
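System: GST-tagged NR2E3 plus biotinylated RetCOR corepressor; Buffer or medium: pH 7.5 Tris-based buffer; Probe or stimulus: RetCOR corepressor, biotinylated, 7 nM; Doses: compound at 4.8 µM, single dose; Schedule: 5 h incubation at 4 °C; Technique: time-resolved FRET; Evaluation: percent inhibition of TR-FRET ratio; Replication: one well per compound, singlicate testing.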
CaV13 FRET inh: Disruptors of the CACNA1D IQ motif to Ca2+-dependent inactivation inhibitor domain association, primary screening, Förster resonance energy transfer in intact living … | AID 743397 | HEK cells, CFP/YFP FRET ICDI-IQ, plate reader, 10 min; percent FRET-ratio fall versus neutral wells | inhibition, % at 12.3 µM | actives 0.098% (n = 340,000);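 active = mean replicate inhibition of at least 30% and at least 1% of replicates passing that level; inconclusive = only one of the two criteria is met; inactive = neither criterion is met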;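 also: 0% = median of the neutral control wells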
Granule exo inh: LAMP-1 surface exposure blockers, TALL-104 cells – cell-based, flow cytometry, MLPCN library, primary screen; TALL-104 LAMP-1 surface exposure; cells stimulated with thapsigargin and PMA; actives 0.66% (n = 360,000); inhibition, % at 10 µM; AID 651702, 2012;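 active = inhibition above about 55%, limit read from the data; inconclusive = no clear call, values can overlap the other calls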
Numbers without * were called inactive; u = inconclusive; x = no result given.

smiles	PDI inh	HIF-2a inh	Vif imaging	aDG glyco act	MITF TRPM1 inh	NR2E3 ag-1	Peg3 promoter	iPSC survival up	NR2E3 ag-2	CaV13 FRET inh	Granule exo inh
Cc1nc(C)c(C(=O)Nc2nc3c(C)cccc3s2)o1	5	-11	-2	0.0	18	-29	7	-0.6	1	-6	2
NS(=O)(=O)c1ccc(CCNC(=O)CSc2nc3ccccc3c3nc(CCN4CCCCC4)nn23)cc1	-1	11	-3	0.2	17	-8	-8	1.6	0	0	19
COc1cccc(/C=C2/C(=O)NN(c3ccccc3)C2=O)c1	2	18	-9	-0.1	-2	-22	9	0.3	x	-4	-3
NC(=O)c1cc(Br)cc2c3c([nH]c12)CCCC3	4	-23	x	-0.1	6	-13	31	3.0	-2	-4	-2
CC(NCCc1ccc(S(N)(=O)=O)cc1)C(=O)NCc1ccccc1 (stereo unspecified)	5	7	15	0.0	1	0	0	1.0	-2	-4	-2
O=C(Cc1ncn[nH]1)NCCc1ccccc1	x	5	1	0.0	5	-22	0	4.7	0	-10	-2
CCOc1ccc(-n2c(SCC(=O)Nc3cc(OC)c([N+](=O)[O-])cc3C)nc3ccccc32)cc1	7	6	8	-0.5	7	-18	13	0.4	-4	-9	-2
Cc1ncc([N+](=O)[O-])n1CC(=O)Nc1cccc(C(F)(F)F)c1	0	23	-5	0.0	-5	-27	15	-0.6	2	0	-4
CN(C)c1cccc(C(=O)NCc2ccc(Cl)cc2)c1	-3	3	-4	-0.1	10	-21	1	-0.6	1	-6	0
COc1ccc(NCc2nnc(SCC(=O)c3ccc(OC)cc3)o2)cc1	-3	-23	-2	0.0	3	-34	-28	1.4	-2	-8	14
COc1ccc(NC(=O)COc2cccnc2[N+](=O)[O-])cc1OC	4	5	0	0.3	-1	-26	7	1.7	0	-3	-2
N=c1c2c(-c3ccccc3)c(-c3ccccc3)n(Cc3ccco3)c2ncn1CCO	-3	37	27	1.0	43	-40	93*	-1.5	-1	x	6
COc1cccc(CNc2nc3cc(-c4ccc(C)cc4)sc3c(=O)n2C)c1OC	-5	-265	-10	-0.1	x	-85	-245	-1.5	x	-4	-2
CCC(CC)c1nnc(NC(=O)c2nc3nc(C)cc(C)n3n2)s1	5	10	1	0.0	7	3	4	2.6	0	x	-4
CCOC(=O)c1sc(Nc2nc3ccc(OC)cc3s2)cc1C	1	-160	-2	-0.3	-17	0	-141	-2.8	-2	-6	4
O=C(CN(C(=O)c1csnn1)c1cccc(Cl)c1)NCCc1ccccc1	25	6	-4	0.2	-4	-24	5	-0.5	0	-4	2
O=C(Cn1nnc(-c2ccccc2)c1COc1ccc2ccccc2c1)NCC1CC1	-14	7	-2	0.0	x	15	11	1.6	x	-5	-5
COc1ccc(CN2c3cc(S(=O)(=O)N4CCOCC4)ccc3N3CCCC32)cc1 (stereo unspecified)	4	13	11	-0.2	-4	-4	15	5.0	2	-6	0
Cc1ccc(-c2csc(-c3c[nH]c4ccccc34)n2)cc1	6	-282	-8	-0.4	-14	-127	-285	-1.2	2	-5	2
COc1ccc2[nH]c(=O)c(CNC3CCCCC3)cc2c1	-3	-14	u	0.5	8	7	-12	2.8	1	x	0
Cc1ccc(-c2nc(N)sc2-c2ccc(C)cc2)cc1	0	21	-4	-0.2	-2	12	29	2.1	x	7	6
Cc1nc2ccccc2n1CC(=O)NC(C)C1CC2CCC1C2 (stereo unspecified)	4	15	-15	1.3	15	-13	5	-0.9	4	-3	0
Cc1cc(C)c2nc(NC(=O)c3ccc4c(c3)OCO4)sc2c1	-6	-52	0	0.3	-6	8	-5	-0.6	0	x	0
CCC(C)NC(=O)CCc1nc2ccccc2n1-c1ccccc1 (stereo unspecified)	4	30	3	-0.4	-5	7	4	-2.0	0	-19	-4
CCn1c(=O)c2cc(C(=O)N(C)c3ccccc3F)sc2c2ccccc21	-1	7	-6	0.0	7	-10	11	0.1	-2	-5	-3

smiles	PDI inh	HIF-2a inh	Vif imaging	aDG glyco act	MITF TRPM1 inh	NR2E3 ag-1	Peg3 promoter	iPSC survival up	NR2E3 ag-2	CaV13 FRET inh	Granule exo inh
c1cn2c(-c3ccoc3)cncc2n1	10	1	0	-0.4	x	-23	4	-0.4	x	-5	-4
CC(C)(C)NC(=O)NC(=O)COC(=O)Cc1c(F)cccc1Cl	1	18	-6	0.1	12	-5	9	-0.4	-3	4	-1
COc1ccc(NC(=O)CN(C)CC(=O)N(CC(C)C)c2c(N)n(CC(C)C)c(=O)[nH]c2=O)cc1	3	-7	-3	0.1	9	-4	12	0.4	x	-2	4
O=S(=O)(c1ccccc1)[C@@]1(c2ccccc2)C[C@@H]2ON=C(c3cccc(Br)c3)[C@@H]2C1	-3	3	-5	0.3	19	-20	-5	-1.5	3	-11	-5
COC(=O)c1c(NC(=O)Cc2ccccc2)sc2c1C(C(=O)OC)CC2 (stereo unspecified)	-8	-6	-6	0.1	-10	3	8	-0.2	3	-2	-2
COc1ccc(NC(=O)ON=C2c3ccccc3-c3ccccc32)cc1	-6	-137	-9	-0.2	-9	-81	-117	0.8	-2	x	1
CCCSC1=C(C#N)C(c2ccccc2C)C(C(=O)OC)C(=O)N1 (stereo unspecified)	-3	13	-2	0.1	9	-11	25	3.6	-3	-10	-2
Cc1[nH]nc(S(=O)CC(=O)O)c1[N+](=O)[O-] (stereo unspecified)	2	24	1	0.0	-9	59	51*	0.0	4	-3	13
Cc1cccn2c(=O)c(C=O)c(Cl)nc12	-1	20	15	-0.1	14	11	-12	-0.8	3	-5	2
COc1cc(C(=O)Nc2ccc(N3CCCS3(=O)=O)cc2)c([N+](=O)[O-])cc1OC	-1	4	-4	-0.1	1	-24	3	1.2	0	-12	-3
N#CCc1ccc(NS(=O)(=O)c2ccc(N3CCCC3=O)cc2)cc1	x	12	-3	0.0	x	22	16	2.7	2	8	5
Cc1cccc(NC(=O)COC(=O)[C@@H]2CCCN2C(=O)c2cccs2)c1	2	16	20	0.2	5	-18	17	-1.0	x	-5	-28
O=C(O)c1cccc2[nH]c(C(F)(F)F)nc12	-4	9	1	-0.1	-4	-10	15	-1.2	2	x	-2
C=CC#CC1(O)CC(C)N(C)CC1C (stereo unspecified)	3	13	3	-0.1	-6	-7	-2	0.1	1	-4	0
Cn1c(SCC(=O)N/N=C/c2cccs2)nc2ccccc21	7	3	-12	0.0	-6	-32	-2	0.4	-1	-10	-1
C[C@H](CO)N1C[C@H](C)[C@@H](CN(C)C(=O)NC2CCCCC2)Oc2ccc(NC(=O)C3CC3)cc2C1=O	4	11	1	2.7	2	-15	3	0.6	x	-13	-6
CCCCOc1ccc(C(=O)Nc2ccc(C)cc2[N+](=O)[O-])cc1	-5	-79	-5	-0.1	-8	-1	-63	-1.1	2	-5	-2
COc1ccc(C2(C)NC(=O)N(CC(=O)NC(C)c3ccc(CC(C)C)cc3)C2=O)cc1 (stereo unspecified)	1	15	-8	0.1	20	16	23	-0.2	-3	-20	3
Cc1nc(NC(=O)CCc2ccccc2)sc1C	-1	-76	-5	-0.1	-68	-20	-115	1.0	1	-4	1
CC(C)c1nc2cc3ccccc3cc2[nH]1	-11	-105	x	0.3	6	-38	-41	-3.2	1	x	0
COc1ccc(C(=O)N2CCn3c2nc2ccccc23)cc1	-11	-162	-6	0.0	-77	-28	-126	-0.6	0	-13	-4
O=C(Cn1ncc2c([nH]c3ccccc32)c1=O)NCC1CCN(Cc2ccccc2F)CC1	-19	6	7	-0.1	-6	-34	31	0.5	1	-7	3
CCOc1ccc(C2c3cc(OC)c(OC)cc3CC(=O)N2c2ccc(OC)cc2)cc1 (stereo unspecified)	-1	10	8	0.0	7	-37	17	-4.1	3	-10	-1
CCCCn1c(N)c(N(CCOC)C(=O)c2ccc(S(=O)(=O)N3CCCCC3)cc2)c(=O)[nH]c1=O	-4	12	-13	0.1	-6	11	4	-0.6	0	-6	1
O=C(Nc1c2c(nn1-c1ccccc1)CS(=O)C2)c1ccc(Br)o1 (stereo unspecified)	-13	5	6	0.2	-4	-1	-5	0.3	4	-12	0

smiles	PDI inh	HIF-2a inh	Vif imaging	aDG glyco act	MITF TRPM1 inh	NR2E3 ag-1	Peg3 promoter	iPSC survival up	NR2E3 ag-2	CaV13 FRET inh	Granule exo inh
Cc1ccc(NC(=S)Nc2ccc3cn[nH]c3c2)cc1C	0	-54	-3	-0.3	-1	-37	-18	-1.4	-6	-6	-1
O=C(CN(CCc1ccccc1)S(=O)(=O)c1ccc(Br)cc1)N/N=C/c1ccc2c(c1)OCO2	0	14	15	-0.2	-9	-16	28	0.7	-1	-8	0
CCOC(=O)C1(C)CCCN(C(=O)c2cccc(C(F)(F)F)c2)C1 (stereo unspecified)	-1	8	3	0.5	x	-2	0	1.7	x	-7	-5
O=[N+]([O-])c1ccc(NC(=S)N2CCN(c3ccccc3)CC2)cc1	-17	-6	0	0.3	-14	11	9	-1.2	-2	-3	4
CCc1cccc(C)c1NC(=S)N(CCOC)C(C)c1ccco1 (stereo unspecified)	-4	7	23	0.0	5	6	12	0.7	-3	-2	11
CC(=O)Nc1ccc(C(=O)N/N=C/c2cc(Br)cc(Br)c2O)cc1	-1	-1	1	1.0	22	-25	27	4.2	0	-3	0
N#CCCN(C1CCCCC1)S(=O)(=O)CCOc1ccccc1	4	4	12	0.3	1	-5	23	-4.5	0	x	-2
COc1ccc(NC(=O)C2CCCN(S(=O)(=O)c3cccc4cccnc34)C2)cc1OC (stereo unspecified)	x	4	3	0.1	-6	-6	39	-2.3	-4	-2	4
O=[N+]([O-])c1nccn1CCCCCCN1CCOCC1	x	1	x	-0.1	x	0	2	1.2	x	-11	4
CCOCCCNC(=O)CCCC1=NS(=O)(=O)c2ccccc2N1	5	12	2	-0.3	9	-26	1	0.5	-4	-5	0
COc1ccc(N(C(=O)COc2ccccc2)C2C=CS(=O)(=O)C2)c(OC)c1 (stereo unspecified)	-2	16	-3	0.2	8	-15	14	0.9	0	-9	2
C(=C\c1ccccn1)/c1ccccn1	-1	-160	-1	0.0	-16	-69	-189	0.4	2	-15	-1
